Source: PubChem (NCI)
Growth percent in the NCI-60 one-dose screen (48 h, 10 µM unless noted): 100 = growth as untreated, 0 = no growth, -100 = all killed.
LOX IMVI: LOX IMVI melanoma. 79,000 tested, 7.4% active
UACC-62: UACC-62 melanoma; 81,000 tested, 5.4% active
MALME-3M: MALME-3M melanoma. 78,000 tested, 5.8% active
SK-MEL-28: SK-MEL-28 melanoma. 81,000 tested, 4.1% active. AID 1794761
SK-MEL-2: SK-MEL-2 melanoma. 77,000 tested, 4.7% active. AID 1794763
SK-MEL-5: SK-MEL-5 melanoma; AID 1794755; 80,000 tested, 6.4% active
MDA-MB-435: MDA-MB-435 melanoma; AID 1794794; 82,000 tested, 7.8% active
UACC-257: UACC-257 melanoma | 78,000 tested, 4.4% active | AID 1794764
Numbers without * were called inactive; · = not tested or not shown; & = joins results of further samples; ! = repeats disagree. How the source made its calls: active means growth percent below 10; inactive means the rest. Compounds were not picked by outcome. Share with any hit: about 13%.

item	molecule	LOX IMVI	UACC-62	MALME-3M	SK-MEL-28	SK-MEL-2	SK-MEL-5	MDA-MB-435	UACC-257
1	NNC(=O)CSc1ncnc2c1c(-c1ccccc1)c(-c1ccccc1)n2-c1cccc(Cl)c1	92	71	104	88	91	93	94	85
2	OC(CNCCN1CCNCC1)Cc1ccccc1 (configuration not stated)	100	103	108	113	105	106	111	108
3	Nc1c(Br)cc(Br)c2c1[nH]c(=O)c1ccccc12	84	88	48	87	99	71	93	88
4	Cc1ccc(-c2nn(-c3ccccc3)cc2C2CC(c3cc4ccccc4oc3=O)=NN2C(N)=S)cc1 (configuration not stated)	99	81	101	98	97	92	82	88
5	Nc1ccc([N+](=O)[O-])cc1O	99	95	144	·	104	103	111	105
6	COC(=O)c1ccc(Cl)c(NN)c1	117	94	103	116	107	105	87	101
7	CCCCCCCCCCC1CO1 (configuration not stated)	102	112	103	98	118	100	112	96
8	CC1(C)/C(=C/c2ccccc2)C(=O)c2ccccc21	99&102	97&103	96&100	94&100	107&97	98&90	89&98	93&106
9	CC(C)(C)NC(=O)[C@H]1CCC2C3CCC4NC(=O)C=C[C@]4(C)C3CC[C@@]21C (some centres not stated)	102	93	86	119	109	97	108	93
10	O=C(Cc1ccccc1)N(c1ccccc1)c1ccccc1	93	87	95	99	95	101	·	103
11	O=C(CSc1nnc(-c2cc(-c3ccccc3)nc3ccccc23)o1)c1ccc(Br)cc1	101	95	97	113	·	103	104	111
12	Cn1cc(-c2csc(-c3cn(C)c4ccc(Br)cc34)n2)c2cnccc21	-92*	-78*	-91*	-96*	48	-56*	-88*	-23*
13	CCN1CCN(CCCNc2nccc(-c3cn(-c4ccccc4)nc3-c3ccc(Cl)c(O)c3)n2)S1(=O)=O	71	88	124	108	94	83	98	·
14	NCC(=O)NCC(=O)NCC(=O)NCC(=O)NCC(=O)NCC(=O)O	95	95	97	109	102	99	104	105
15	COC(=O)[C@H](NS(=O)(=O)N(c1cccc(F)c1)C1CCN(Cc2ccc(F)cc2)CC1)C(C)C	82	89	85	97	91	89	91	66
16	Cc1ccc(S(=O)(=O)N(CCn2ccnc2[N+](=O)[O-])CCn2ccnc2[N+](=O)[O-])cc1	102	94	111	106	105	99	99	108
17	O=C1CSC(=S)N1Cc1ccccc1	92&98	102&105	97	98&107	114	98&112	106&116	97&100
18	CCCCCCCCCCCCCCCCOc1ccc(S(=O)(=O)N(C)C)cc1[N+](=O)[O-]	120	87	87	107	97	101	107	108
19	COCCNC(C)=O	105	100	114	112	105	97	105	112
20	COc1ccc2[nH]cc(-c3nc(-c4ccsc4)cs3)c2c1	88	91	104	102	101	94	104	·
21	Cc1ccc(NC(=O)c2cc(NCc3cc(O)ccc3O)ccc2O)cc1	95	82	98	108	83	89	106	79
22	COc1cc(C2CC(c3ccc(C)cc3)=Nc3c(N)nc(N)nc3N2)ccc1Oc1nc(NCCO)nc(N2CCOCC2)n1 (configuration not stated)	99	91	91	95	96	95	94	101
23	COc1cc(/C=C2N=C(/C=C/c3ccccc3)OC/2=O)cc(OC)c1OC	89	106	94	101	102	101	98	·
24	O=S(=O)(Nc1ccc(N2CCOCC2)c(F)c1)c1ccc(-c2cnc(C3CC3)o2)cc1	97	76	83	98	103	95	52	94
25	COc1ccc(C2=C/C(=C\c3ccc(Cl)cc3)C(=O)N2/N=C/c2ccc(Cl)cc2)cc1	99	84	96	101	107	100	104	89
26	O=C(c1ccc(Cl)cc1)C1Oc2ccccc2C1O (configuration not stated)	98	79	116	101	108	98	102	103
27	CCCCCCC(C)OC(=O)/C=C/c1ccccc1 (configuration not stated)	98	97	93	96	99	99	119	98
28	COc1ccc(/C=N/Nc2ccc([N+](=O)[O-])cn2)cc1	104	95	108	119	99	104	107	106
29	CC(c1ccccc1)N1C(=O)CSC1=S (configuration not stated)	16	35	79	47	1.0*	35	-8.1*	55
30	N#Cc1c(NN)nc(=S)[nH]c1-c1cccs1	97	90	106	110	107	98	106	96

Complete entries from above:
`Nc1ccc([N+](=O)[O-])cc1O` as listed: LOX IMVI = 99; UACC-62 = 95; MALME-3M = 144; SK-MEL-28 = ·; SK-MEL-2 = 104; SK-MEL-5 = 103; MDA-MB-435 = 111; UACC-257 = 105
`COCCNC(C)=O` as listed: LOX IMVI = 105; UACC-62 = 100; MALME-3M = 114; SK-MEL-28 = 112; SK-MEL-2 = 105; SK-MEL-5 = 97; MDA-MB-435 = 105; UACC-257 = 112

Later entries.
item	molecule	LOX IMVI	UACC-62	MALME-3M	SK-MEL-28	SK-MEL-2	SK-MEL-5	MDA-MB-435	UACC-257
31	Ic1ccccc1I	102	97	131	108	85	102	111	88
32	COc1ccc(C(C)C(C)=O)cc1 (configuration not stated)	95	98	111	104	99	105	103	93
33	Cc1ccc(C)c2c1sc1nc3nc4sc5ccccc5n4c(=N)c3c(=O)n12	93	120	143	110	121	95	121	129
34	CS(=O)(=O)c1ccc(Cl)c([N+](=O)[O-])c1	88	112	132	127	100	106	99	116
35	COC(=O)c1cccc(F)c1C(=O)c1cccc2ccccc12	89	92	135	116	109	97	88	100
36	O=C(CN1C(=O)/C(=C\c2ccc(Cl)cc2)SC1=S)Nc1ncc(Cc2ccccc2)s1	97	98	101	100	101	100	104	101
37	CCN(CC)c1ccc(/C=N/NC(=O)CSc2nc3ccccc3c(=O)n2CCc2ccc(S(N)(=O)=O)cc2)c(O)c1	12	16	44	48	38	29	32	17
38	COc1cc2nc(Cl)nc(Nc3cccc(C4=NN(C(C)=O)C(c5ccc(F)cc5)C4)c3)c2cc1OC (configuration not stated)	·	88	80	87	95	75	92	103
39	CN(C)CC(=O)Nc1ccc(Cn2nnc3c2C(=O)c2nnn(Cc4ccc(NC(=O)CN(C)C)cc4)c2C3=O)cc1	-31*	-66*	-81*	-48*	·	-95*	-87*	-71*
40	CCCC(=O)OC(C)COc1ccccc1C(C)CC (configuration not stated)	102	·	112	96	85	100	110	69
41	CSc1ncccc1C(=O)OCC(=O)Nc1oc(C)c2c(C)n[nH]c(=O)c12	94	94	106	109	92	103	107	103
42	COc1ccccc1N1C(=N)S/C(=C\c2ccc(OCc3ccccc3F)cc2)C1=O	80	64	118	95	83	93	90	91
43	Cc1cc(Br)cc(Br)c1OCC(=O)O	95	107	95	108	105	106	108	94
44	CC(C)/C=N/Nc1ccc([N+](=O)[O-])cc1[N+](=O)[O-]	88	70	120	111	76	102	86	75
45	O=S(=O)(O)c1cc(Nc2nc(Nc3ccccc3)nc(Nc3ccccc3)n2)ccc1/C=C/c1ccc(Nc2nc(Nc3ccccc3)nc(Nc3ccccc3)n2)cc1S(=O)(=O)O	78	95	98	107	102	100	108	92
46	COC(C)CCOC(=O)c1cccc(C)c1 (configuration not stated)	96	101	101	108	·	98	111	97
47	Cc1ccc(NC(=O)CSc2nc3ccccc3c(=O)n2CCc2ccccc2)cc1	86	81	83	79	97	84	83	91
48	CCC(COC(=O)c1ccccc1)NC(C)C (configuration not stated)	99	99	116	107	131	113	117	90
49	CC(=O)Nc1nnc(SCc2ccccc2)s1	96	94	110	109	107	94	108	85
50	O=C1C=C(Nc2ccccc2)c2ccccc2C1=O	72	4.2*!	71&70	114&105	101	74	-88*!	98&89
51	C#CCOc1ccc(C(Nc2ccc(Cl)cc2)c2nnnn2C2CCCCC2)cc1 (configuration not stated)	81	72	99	102	91	92	98	86
52	COc1ccc(-c2nc(-c3nc4ccc(Cl)cc4[nH]3)c3ccccn23)cc1	30	83	-11*	12	41	51	58	49
53	COC(=O)C1CC(n2cc(-c3ccc4cc(OC)ccc4c3)nn2)CN1C(=O)c1cc(OC)c(OC)c(OC)c1 (configuration not stated)	95	81	117	104	101	84	106	93
54	N#CCCN(CCC#N)C(CC(=O)O)C(=O)O (configuration not stated)	99	99	102	108	115	114	120	106
55	Cc1ccccc1-n1nnc(C(=O)Nc2cnc3ccccc3n2)c1C	98	63	93	94	91	83	·	87
56	CCCCN(CCCC)CCc1c(C)cc(C)c(CCN(CCCC)CCCC)c1O	28	3.3*	-16*	23	1.4*	0.5*	17	7.5*
57	CC(=O)NC1=NC(=O)/C(=C/c2ccccc2Cl)N1C	93	97	107	110	112	96	104	102
58	CCN(CC)C(=O)C1(c2ccccc2)CC1CN (configuration not stated)	102	111	106	108	·	107	109	114
59	O=C(CSc1cc[n+](CCCCF)c2ccccc12)n1ccc2ccccc21	105	87	94	103	106	95	105	96
60	COC(C(=O)[C@@H](O)[C@@H](C)O)[C@@H]1Cc2cc3cc(O[C@H]4C[C@@H](O[C@H]5C[C@@H](O)[C@H](O)C(C)O5)[C@H](O)C(C)O4)c(C)c(O)c3c(O)c2C(=O)[C@H]1O[C@H]1C[C@@H](O[C@H]2C[C@@H](O[C@H]3C[C@@H](O)[C@H](OC)C(C)O3)[C@@H](O)C(C)O2)[C@H](O)C(C)O1 (some centres not stated)	-8.3*	-35*	-31*	-34*	-44*	-37*	-54*	-22*

4 consecutive entries out of the list so far, quoted:
item	molecule	LOX IMVI	UACC-62	MALME-3M	SK-MEL-28	SK-MEL-2	SK-MEL-5	MDA-MB-435	UACC-257
31	Ic1ccccc1I	102	97	131	108	85	102	111	88
32	COc1ccc(C(C)C(C)=O)cc1 (configuration not stated)	95	98	111	104	99	105	103	93
33	Cc1ccc(C)c2c1sc1nc3nc4sc5ccccc5n4c(=N)c3c(=O)n12	93	120	143	110	121	95	121	129
34	CS(=O)(=O)c1ccc(Cl)c([N+](=O)[O-])c1	88	112	132	127	100	106	99	116

Next results follow:
item	molecule	LOX IMVI	UACC-62	MALME-3M	SK-MEL-28	SK-MEL-2	SK-MEL-5	MDA-MB-435	UACC-257
61	CCCCCCc1cc2cc(-c3csc(/C=C/c4ccccc4)n3)c(=O)oc2cc1O	-47*	-68*	-80*	-96*	-71*	-94*	-72*	-78*
62	C=C(C)C(=O)OCC[N+](CC)(CC)CC	102	99	117	110	·	109	115	94
63	Cc1csc(/N=C(N)/N=C(\N)c2ccc(Cl)cc2)n1	98	92	97	107	104	99	100	116
64	NC(=O)c1c(NC(=O)c2cccc(OC(F)(F)F)c2)sc2c1CCC(=O)C2	28	61	81	83	105	95	65	82
65	COc1cccc(-c2nc(Nc3cccc(S(N)(=O)=O)c3)c3ccccc3n2)c1	65	82	92	93	105	82	84	108
66	CCCCCCCCN(CCCCCCCC)CC(O)c1ccc(Br)c(C)c1 (configuration not stated)	86	35	·	85	85	65	85	70
67	S=c1[nH]cnc(S)c1Br	95	88	97	109	91	100	109	81
68	Cn1cc(-c2csc(-c3c[nH]c4ccc(Cl)cc34)n2)c2cccnc21	·	92	·	100	98	93	94	103
69	CN1C[C@]2(NC(=S)N(Cc3ccccc3)C2=O)[C@]2(C1)C(=O)NC1C=CC(Cl)=C[C@H]12 (some centres not stated)	97	86	105	112	91	103	110	92
70	CC(C)c1ccc(Cc2cnc(NC(=O)c3ccc(-n4cnnn4)cc3)s2)cc1	71	41	80	83	93	19	47	53
71	CCCCCCCC/C=C\CCCCCCCCOc1ccc(CCOP(=O)(O)OCC[N+](C)(C)C)cc1	91	82	94	94	97	95	97	·
72	NS(=O)(=O)c1ccccc1NC(=O)Nc1nc2ccccc2s1	92	101	92	103	102	100	103	102
73	COc1ccc(-c2nc(N/N=C/c3cccc(Br)c3)nc(N3CCOCC3)c2C#N)cc1	91	84	7.3*	-8.5*	80	72	88	-18*
74	COc1ccc(NC(=O)C(=O)NO)c(OC)c1	66	87	111	112	114	88	95	82
75	Cc1ccc(NC(=S)Nc2ccccc2)c(C)c1	103	104	101	112	87	102	101	99
76	COC(=O)c1cc(NC(=O)c2cc([N+](=O)[O-])cn2C)c2cccc(C(=O)OC)c2c1	95	90	95	102	99	97	98	·
77	C=C(C)[C@@H]1CC[C@]2(C(=O)NC(COC(=O)C(Cl)Cl)(COC(=O)C(Cl)Cl)COC(=O)C(Cl)Cl)CC[C@]3(C)[C@H](CC[C@@H]4[C@@]5(C)CC[C@H](OC(C)=O)C(C)(C)[C@@H]5CC[C@]43C)[C@@H]12	32	81	96	87	77	62	74	79
78	CC1(C)OC(=O)NC1c1ccccc1 (configuration not stated)	98	106	106	108	117	105	93	102
79	BrC1c2ccccc2-c2ccccc21	102	96	108	116	106	98	119	96
80	CCN(CC)CCNc1ccccc1	98	105	99	99	107	105	117	95
81	COc1cc(/C=N/NC(=S)Nc2ccccc2)ccc1O	90	98	77	99	90	101	103	95
82	Cc1ccccc1OC(=O)c1ccccc1Cl	104	95	94	103	99	105	97	90
83	CCc1ccc(OCc2cn(CC(=O)Nc3nc4ccccc4s3)nn2)cc1	100	92	101	102	106	100	99	102
84	COc1ccccc1C(=O)Cc1ccccc1	104&99	106&95	93&97	109&103	124&115	96&98	99&109	99&130
85	CC(C)(C#N)OC(=O)Nc1c(Cl)cccc1Cl	93	96	95	110	103	99	101	104
86	O=S(=O)(NCCNc1nccc(-c2c(-c3ccc(F)c(O)c3)nc3occn23)n1)c1ccc(O)cc1	81	65	97	100	90	69	66	·
87	CCN(CC)CCOC(=O)Nc1cccc(Cl)c1	101	104	123	104	112	103	104	108
88	CCOC(=O)c1ccc2nc(-c3c(C)nn(-c4ccccc4)c3N3CCOCC3)[nH]c2c1	82	78	99	110	110	94	99	106
89	Cc1ccccc1NC(=O)c1sc2nc(C)c(C(C)O)cc2c1N (configuration not stated)	44	26	60	67	34	31	1.7*	52
90	CN1C(=O)C(C(=O)/C=C/c2ccc3c(c2)OCO3)C(=O)N(C)C1=O	55	59	83	74	·	67	58	48
91	COc1ccc(-c2nnc(CNc3ccc(Cl)cc3)o2)cc1	81	86	117	109	97	·	101	98
92	O=C(CSc1nc2ccccc2c(=O)n1-c1ccc(S(=O)(=O)Nc2ccc(Cl)nn2)cc1)NCc1ccccc1	103	82	105	111	109	99	99	110
